aSyn tox rescue: rescues yeast growth from alpha-synuclein toxicity | 94,000 tested, 0.02% active | S. cerevisiae alpha-synuclein toxicity rescue, BacTiter-Glo growth, 24 h | Potency, µM (titrated, usually from 46.1 µM), inactives show top-dose growth rescue (activation), actives largely listed as activators; active = well fitted activation curve with a large enough effect; also: 0% is about no effect
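Growth restoration measured by BacTiter-Glo luminescence after 24 hr at 30 deg C; alpha-synuclein yeast, raffinose-pregrown to mid-log, were added at OD600=0.02 in galactose medium onto pinned compounds.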
An asterisk follows results filed as active; & = joins results of further samples; [ ] = remark or other dose. Potency is read from the fitted curve at half-maximal effect. These rows are one share of the data. The share of hits here may be higher or lower than overall.

SMILES	aSyn tox rescue
O=C(NCc1ccco1)c1c[nH]c2ccc(S(=O)(=O)Nc3ccc(F)cc3F)cc2c1=O	-14%
Cc1ccc(C(CC(=O)Nc2cc(C)cc(C)c2)N2Cc3ccccc3C2=O)cc1 (stereo not given)	3%
COc1ccc(C(=O)Nc2cccc(OCc3cc(=O)n4c5c(sc4n3)CCCC5)c2)cc1	-2%
Cc1ccc2nc(Cl)c(C3CC(c4ccco4)=NN3C(=O)CCCC(=O)O)cc2c1 (stereo not given)	3%
CCOC(=O)c1ccc(N2C(=O)CC(Nc3ccc(O)cc3)C2=O)cc1 (stereo not given)	5%
COc1cc(C2CC(=O)N(c3ccccc3)C3=C2C(=O)OC3)cc(OC)c1OC (stereo not given)	-4%
O=C(COC(=O)CC1SC(N2CCCC2)=NC1=O)Nc1ccc(Br)cc1 (stereo not given)	1%
COc1cccc(CC(Cc2nc3ccccc3[nH]2)c2nc3ccccc3[nH]2)c1 (stereo not given)	-48%[inhibitor]
C[C@H]1CCCCO[C@H](CN(C)CC2CCCCC2)[C@@H](C)CN([C@@H](C)CO)C(=O)c2cc(NS(=O)(=O)c3ccccc3)ccc2O1	9%
Cc1c(Cl)cccc1NC(=O)CC(c1ccc(F)cc1)N1Cc2ccccc2C1=O (stereo not given)	-6%
Cc1cc(=O)[nH]c2nnc(SCc3ccc(Cl)cc3)n12	-4%
CC(C)C(Nc1ccc(S(=O)(=O)N2CCOCC2)cc1[N+](=O)[O-])C(=O)O (stereo not given)	1%
O=C(Nc1cccc(C(=O)OCc2cc(=O)n3c4c(sc3n2)CCCC4)c1)c1ccc(Cl)cc1	26%
CC(C)(C)c1ccc(C(=O)Nc2cc(-c3ccccc3)nn2-c2ccccc2)cc1	1%
COCCCNC(=O)c1oc2c(c1C)-c1nn(Cc3ccccc3Cl)cc1CC2	-7%
COc1cccc(-c2nc(CS(=O)(=O)CC(=O)Nc3cc(C)ccc3C)c(C)o2)c1	-4%
CCOc1ccc(NC(=O)c2cc(S(=O)(=O)NC3CCCC3)ccc2F)cc1	-3%
CCOc1ccccc1NC(=O)c1nn(-c2ccc(OC)cc2)c(=O)c2c1c1ccccc1n2C	-2%
Cc1[nH][nH]c(=O)c1C(c1ccc(-c2cccc(Cl)c2)o1)c1c(C)[nH][nH]c1=O	4%
COc1cc2c(cc1OC)C1(CCCC1)CNC2c1ccc([N+](=O)[O-])cc1 (stereo not given)	8%
N#Cc1ncccc1CCc1cccc(Cl)c1	2%
CCCCC12CN3CC(C)(CN(C1)C3c1ccc(OCc3ccccc3)cc1)C2=O (stereo not given)	9%
CCOC(=O)c1[nH]c(C)c(C(=O)OCC(=O)N(C)C2CCS(=O)(=O)C2)c1C (stereo not given)	-4%
CCCCCC(=O)N1C[C@@H](n2cc(-c3ccc(F)cc3)nn2)[C@H](O)C[C@@H]1c1ccc(C)cc1	12%
Cc1ccc(N(Cc2cc3ccccc3[nH]c2=O)C(=O)c2cccc(Cl)c2)cc1	7%
CN(CC(=O)Nc1ccccc1)CC(=O)Nc1ccc(F)cc1	6%
CC(=O)Nc1ccc(NC(=O)CCSCCc2ccccn2)cc1	8%&-4%
CC(C)(C)SCCNC(=O)CN(c1ccccc1)S(=O)(=O)c1ccc(F)cc1	-6%
CCN(CC)CCCNC(=O)c1cc2nc3c(c(C(F)(F)F)n2n1)CCc1ccccc1-3	9%
O=C(NC1CCCCC1)C(c1ccc(F)cc1)N(C(=O)c1csnn1)C1CCCC1 (stereo not given)	13%

Three successive compounds already listed, for reference:
SMILES	aSyn tox rescue
CC(C)(C)SCCNC(=O)CN(c1ccccc1)S(=O)(=O)c1ccc(F)cc1	-6%
CCN(CC)CCCNC(=O)c1cc2nc3c(c(C(F)(F)F)n2n1)CCc1ccccc1-3	9%
O=C(NC1CCCCC1)C(c1ccc(F)cc1)N(C(=O)c1csnn1)C1CCCC1 (stereo not given)	13%

Further compounds follow:
SMILES	aSyn tox rescue
COc1ccc(C(=O)/C=C/c2ccc(OC3CSC3)cc2)cc1OC	-16%
Cc1ccc(S(=O)(=O)N2CCCCC2)cc1NC(=O)CCc1nc2ccccc2c(=O)[nH]1	0%
COc1ccc(Cn2c(O)c(C=Nc3ccccc3C(=O)O)c3ccccc3c2=O)cc1	2%
CCOC(=O)CN1C(=O)C(O)(CC(=O)c2cc(OC)ccc2OC)c2ccccc21 (stereo not given)	6%
CCOc1ccc(S(=O)(=O)c2cn(CC)c3ccc(F)cc3c2=O)cc1	0%
COc1ccccc1CCC(=O)Nc1cccc(S(=O)(=O)N2CCCCCC2)c1	5%
COC(=O)[C@@H]1Cc2c([nH]c3ccccc23)C(C)(C)N1C(=O)CCl	3%
Cc1ccc(Oc2nc3c(c(=O)n(Cc4ccccc4Cl)c(=O)n3C)n2C)cc1C	3%
Cc1ccc(C)c(NC(=O)c2ccc(CN3CC(=O)N4CCCCC4C3=O)cc2)c1 (stereo not given)	-7%
CC(C)(C)OC(=O)N[C@@H](Cc1ccccc1)C(=O)NCC1CCC(C(=O)N[C@@H](CCC(N)=O)C(=O)O)CC1 (stereo not given in full)	-8%
Cc1ccc(CCNC(=O)CN2C(=O)CSc3ccc(S(=O)(=O)N4CCOCC4)cc32)cc1	-6%
CCCCCCN1C[C@H](O)[C@@H](n2cc(C3CC3)nn2)C[C@@H]1c1ccc(Cl)cc1	12%
O=C(C1CCCN(S(=O)(=O)c2cccs2)C1)N1CCN(c2cccc(Cl)c2)CC1 (stereo not given)	7%
O=C(Cc1ccccc1F)Nc1ccc(S(=O)(=O)Nc2ncccn2)cc1	-2%
O=C(Cn1ncc2c([nH]c3ccccc32)c1=O)NCCCN1CCN(c2ccc(F)cc2)CC1	3%
Cc1ccc(Cc2nc3ccccc3nc2SCC(=O)NCc2ccccc2Cl)cc1	2%
CCOc1ccc(C(c2c(O)cc(C)n(CCOC)c2=O)N2CCN(c3ccc(F)cc3)CC2)cc1 (stereo not given)	3%
O=C(OCC(=O)N1CCN(c2ccccc2)CC1)c1ccccc1[N+](=O)[O-]	6%
CC(=O)NCCNC(=O)c1ccc(NC2=NC3CS(=O)(=O)CC3S2)cc1 (stereo not given)	5%
Cc1cccc(-n2nnc(-c3nc(-c4cccs4)no3)c2N)c1C	9%
COc1cc(NS(=O)(=O)c2ccc(NC(=O)C(C)Oc3ccc(Cl)cc3Cl)cc2)nc(OC)n1 (stereo not given)	10%
O=C(CCCCCn1c(=O)[nH]c2ccccc2c1=O)NCc1cccc(Cl)c1	-4%
Cc1ccc(NC(=O)CCS(=O)(=O)c2cccc3nonc23)c(C)c1	6%
COc1cc(NC(=O)CCc2c(C)nc3c4c(C)cc(C)nc4nn3c2C)cc(OC)c1	-8%
CCCNc1nc2c(c(=O)n(C)c(=O)n2C)n1CCCc1ccccc1	5%
CCSc1ccccc1C(=O)Nc1ccc(-c2nc3ccccc3s2)c(O)c1	-14%
Cc1ccc(NC(=O)Nc2cccc([N+](=O)[O-])c2)cc1F	-4%
COc1ccc(CC(=O)O/N=C(\N)c2ccncc2)cc1	-6%
COc1ccc(NC(=O)[C@H](C)NS(=O)(=O)c2ccc(NC(C)=O)cc2)cc1Cl	-1%
COc1ccc(N2CC(C(=O)Nc3ccc(NC(C)=O)cc3)CC2=O)cc1 (stereo not given)	-21%

A different layout for 4 compounds above:
canonical_smiles: O=C(OCC(=O)N1CCN(c2ccccc2)CC1)c1ccccc1[N+](=O)[O-]
  aSyn tox rescue = 6%

canonical_smiles: CC(=O)NCCNC(=O)c1ccc(NC2=NC3CS(=O)(=O)CC3S2)cc1 (stereo not given)
  aSyn tox rescue = 5%

canonical_smiles: Cc1ccc(NC(=O)Nc2cccc([N+](=O)[O-])c2)cc1F
  aSyn tox rescue = -4%

canonical_smiles: COc1ccc(CC(=O)O/N=C(\N)c2ccncc2)cc1
  aSyn tox rescue = -6%

Reformatted: results already given.
| molecule | aSyn tox rescue |
| --- | --- |
| Cc1ccc(Cc2nc3ccccc3nc2SCC(=O)NCc2ccccc2Cl)cc1 | 2% |
| CCOc1ccc(C(c2c(O)cc(C)n(CCOC)c2=O)N2CCN(c3ccc(F)cc3)CC2)cc1 (stereo not given) | 3% |
| O=C(OCC(=O)N1CCN(c2ccccc2)CC1)c1ccccc1[N+](=O)[O-] | 6% |
| CC(=O)NCCNC(=O)c1ccc(NC2=NC3CS(=O)(=O)CC3S2)cc1 (stereo not given) | 5% |
| Cc1cccc(-n2nnc(-c3nc(-c4cccs4)no3)c2N)c1C | 9% |
| COc1cc(NS(=O)(=O)c2ccc(NC(=O)C(C)Oc3ccc(Cl)cc3Cl)cc2)nc(OC)n1 (stereo not given) | 10% |
| O=C(CCCCCn1c(=O)[nH]c2ccccc2c1=O)NCc1cccc(Cl)c1 | -4% |

(more compounds)
SMILES	aSyn tox rescue
O=C(c1ccoc1)N1CCN(c2cc(-c3cccc(F)c3)nc3cc(-c4cccc(Cl)c4)nn23)CC1	-5%
CC(C#N)(NC(=O)CN1CCN(S(=O)(=O)c2cccc(F)c2)CC1)C1CC1 (stereo not given)	3%
CCc1ccc(CN2C(=O)c3ccccc3C2C(=O)NCCc2ccc(OC)c(OC)c2)cc1 (stereo not given)	5%
COc1ccc(OC)c(S(=O)(=O)NCCc2csc(-c3cccc(F)c3)n2)c1	10%
COc1cc2c(cc1OC)CC1(CCCCC1)N=C2	-1%
Cc1ccc(NC2CCCN(C(=O)c3cc(C(C)C)nn3C)C2)cc1C (stereo not given)	3%
CN(C)S(=O)(=O)c1ccc2c(c1)nc(CCC(=O)NCC(=O)Nc1ccc(F)c(F)c1F)n2C	-4%
Cc1ccccc1NC(=O)NNC(=O)OC(C)(C)C	-1%
Oc1ccc(N2CCN(c3nc(-c4cccs4)nc4ccccc34)CC2)cc1	21%
CCOC(=O)N1CCC(NC(=O)CCC(=O)N2CCOc3ccc(Cl)cc32)CC1	-3%
Cc1cccc(N2CCN(C(=O)C3CCN(S(=O)(=O)c4c(C)noc4C)CC3)CC2C)c1 (stereo not given)	-16%&-2%
Cc1ccc(-n2c(=O)c3sc4ccccc4c3n(CC(=O)NC3CCCC3)c2=O)cc1C	0%
CCS(=O)(=O)N1CC(=O)N(c2cccc(C)c2C)C(C)(C(=O)NC2CCCCCC2)C1 (stereo not given)	-8%
CCOC(=O)c1c(NC(=O)/C(C#N)=C/c2ccccc2)sc2c1CCC2	0%
O=C(CN1CCCc2ccccc21)N/N=C/c1ccc(F)cc1F	-34%[inhibitor]
CCOC(=O)N1CCC(=NNC(N)=O)C1	-1%
O=C(C1CC1)N1CCc2sccc2C1c1ccc(Cl)cc1 (stereo not given)	4%
CCN(CC)CCOC(=O)c1ccc(NC(=O)c2nn(C)c3c2COc2ccccc2-3)cc1	6%
Cc1ccc(CN2CCN(Cc3c[nH]c4ccccc34)CC2CCO)o1 (stereo not given)	7%
COc1ccc(NC(=O)Cn2ccn(-c3ccc(F)c(F)c3)c(=O)c2=O)cc1Cl	-5%
CCOc1ccc(N2CC(NC(=O)c3cccs3)CC2=O)cc1 (stereo not given)	3%
Cc1ccc(CSc2cn(CC(=O)N3CCCCCC3)c3ccccc23)cc1	3%
COc1ccccc1N1CCN(C(=O)c2cc3cc(Br)ccc3oc2=O)CC1	-2%
N#CC(=Cc1ccccn1)c1nc(-c2ccc(Cl)cc2)cs1	0%
Cc1ccc(Cl)cc1N1CCN(C(=O)CN2C(=O)COc3ccc(S(=O)(=O)N4CCOCC4)cc32)CC1	5%
CCOC(=O)c1[nH]c(C)c(CCC(=O)NCc2ccccc2Cl)c1C	-18%
CCS(=O)(=O)c1ncc(Cl)c(C(=O)Nc2ccc(S(=O)(=O)N(C)c3ccccc3)cc2)n1	7%
COc1cccc(Cn2c(=O)n(-c3cccc(Cl)c3)c(=O)c3c4c(sc32)CN(C(C)=O)CC4)c1	15%
CCN1CCN(c2ncc3c(n2)CCN(Cc2ccc(OC(C)C)cc2)C3)CC1	5%
O=C(CSc1cn(CC(=O)N2CCCCC2)c2ccccc12)NCc1ccccc1Cl	1%
COc1ccc(N2C(=O)CC(N3CCN(S(=O)(=O)c4ccc(Cl)cc4)CC3)C2=O)cc1 (stereo not given)	16%
Cc1onc(C(=O)Nc2c(C)n(C)n(-c3ccccc3)c2=O)c1[N+](=O)[O-]	-6%
COc1cc(NC(=O)CCc2c(C)nc3c(-c4ccc(F)cc4)c(C)nn3c2C)cc(OC)c1OC	-5%
Cc1ccc(-c2nnc(Nc3cccc(Br)c3)c3ccccc23)cc1S(=O)(=O)NCC1CCCO1 (stereo not given)	4%
Cc1ccc(S(=O)(=O)Nc2cccc(-c3cn4cccc(C)c4n3)c2)cc1	10%
Cc1ccc(C(=O)O)cc1Nc1nc2ccccc2n2nnnc12	-8%
CCOC(=O)c1c(C)[nH]c(C(=O)N(C)CC(=O)Nc2ccc(OCC)c(OCC)c2)c1C	5%
CCCCSc1nnc2[nH]c(=O)cc(C)n12	-5%
CC(C)(C)OC(=O)N1CCC(c2c(C(=O)NCCN3CCc4ccccc4C3)cnn2-c2ccc(F)cc2)CC1	2%
Nc1cc(=O)[nH]c(SCC(=O)Nc2ccc(Oc3ccccc3)cc2)n1	-13%
CCCCNC(=O)c1[nH]c2ccccc2c1Sc1ccc(C)cc1	12%
COc1ccc(NC(=O)CN(c2ccccc2OC)S(C)(=O)=O)c(OC)c1	6%
CCCOC(=O)c1ccc(Nc2nc3ccccc3nc2-n2nc(C)cc2C)cc1	1%
COc1cccc(-c2nc3c(c(SCc4ccccc4)n2)Cc2c(CO)cnc(C)c2O3)c1	-4%
CCCCN(C(=O)c1ccc2c(c1)OCO2)c1c(N)n(CCCC)c(=O)[nH]c1=O	1%
NS(=O)(=O)c1cccc(NC(=O)CSc2nc3ccccc3c(=O)n2CC2CCCO2)c1 (stereo not given)	6%
Cc1cc(F)ccc1S(=O)(=O)Nc1ccc(O)c(Sc2ncn[nH]2)c1	-5%
C[C@@H]1CN([C@@H](C)CO)C(=O)c2cc(Br)cnc2O[C@@H]1CN(C)S(C)(=O)=O	0%
Cc1ccc(CNC(=O)c2cc(=O)c3cc(C)ccc3o2)cc1	2%

Compound activity from PubChem.
